GDH-TPI inh: GDH-TPI coupled enzyme inhibition counter-screen. GDH-TPI coupled enzyme counterscreen, NADH absorbance. inhibition, % at 4.8 µM. hit rate 1.2% among 360,000. AID 588335;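 also: 0% = DMSO wells and 100% = wells lacking the enzyme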
BioA inh: BioA (M. tuberculosis) enzyme inhibition; inhibition, % at 9.99 µM; hit rate 0.096% among 360,000; purified M. tuberculosis BioA enzyme, plate reader; AID 602481; in the data active = inhibition above about 40%; inconclusive = no clear call, values can overlap the other calls
BoNT F protease: blocks Botulinum neurotoxin F light chain protease. hit rate 0.22% among 360,000. inhibition, % at 10 µM. AID 588497. Multiplex microsphere protease cleavage assay, flow cytometry; in the data active = inhibition above about 35%, passing the limit was not always enough; inconclusive = no clear call, values can overlap the other calls; also: plate controls were buffer without enzyme for full effect and enzyme alone for no effect
BoNT-A LC inh2: BoNT A light chain protease inhibition; AID 588499; inhibition, % at 10 µM; multiplex microsphere protease substrate cleavage, flow cytometry; hit rate 0.17% among 360,000; in the data active = inhibition above about 30%; inconclusive = no clear call, values can overlap the other calls; also: plate controls were buffer without enzyme for full effect and enzyme alone for no effect
Mtb FBA inh: inhibitors of M. tuberculosis fructose-bisphosphate aldolase. hit rate 2.3% among 360,000. inhibition, % at 1 µM. purified M. tuberculosis FBA, fluorescence read-out; in the data active = inhibition above about 27%;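 also: 0% = vehicle and 100% = reference inhibitor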
Target sequence (P9WQA3 whole entry, looked up): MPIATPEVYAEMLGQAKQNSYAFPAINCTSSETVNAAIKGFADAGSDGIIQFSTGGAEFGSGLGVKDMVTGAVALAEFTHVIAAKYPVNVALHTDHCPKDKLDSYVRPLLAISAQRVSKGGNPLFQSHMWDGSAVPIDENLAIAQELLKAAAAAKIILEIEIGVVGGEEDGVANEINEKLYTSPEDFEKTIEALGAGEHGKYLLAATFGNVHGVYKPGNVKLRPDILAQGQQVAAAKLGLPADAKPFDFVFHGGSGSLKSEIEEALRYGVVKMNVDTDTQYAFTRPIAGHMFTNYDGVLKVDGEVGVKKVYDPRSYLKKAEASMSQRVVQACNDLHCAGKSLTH
FadD28 FP inh: M. tuberculosis FadD28 bisubstrate binding inhibition | FadD28 bisubstrate probe binding, fluorescence polarization | inhibition, % at 12.5 µM | hit rate 0.22% among 360,000; in the data active = inhibition above about 8.5%, passing the limit was not always enough; inconclusive = no clear call, values can overlap the other calls
CCHF vOTU inh: CCHFV vOTU protease inhibition | Pep-AMC fluorescence | inhibition, % at 11.5 µM | hit rate 0.55% among 370,000 | AID 651958; also: 0% = vehicle wells with enzyme and 100% = no enzyme wells
PrPC surface inh: cell surface PrPC inhibition, primary TR-FRET screen | P04156 | TR-FRET read-out | inhibition, % at 13.8 µM | hit rate 0.43% among 370,000; in the data active = inhibition above about 24%; also: 0% = median of the test wells and 100% = reference compound wells
Mtb UGM inh: Mtb UDP-galactopyranose mutase inhibition. inhibition, % at 10 µM. purified UGM, fluorescence polarization probe displacement. hit rate 0.06% among 320,000. P9WIQ1; in the data active = inhibition above about 10%, passing the limit was not always enough; inconclusive = no clear call, values can overlap the other calls
Target sequence (P9WIQ1 whole entry, looked up): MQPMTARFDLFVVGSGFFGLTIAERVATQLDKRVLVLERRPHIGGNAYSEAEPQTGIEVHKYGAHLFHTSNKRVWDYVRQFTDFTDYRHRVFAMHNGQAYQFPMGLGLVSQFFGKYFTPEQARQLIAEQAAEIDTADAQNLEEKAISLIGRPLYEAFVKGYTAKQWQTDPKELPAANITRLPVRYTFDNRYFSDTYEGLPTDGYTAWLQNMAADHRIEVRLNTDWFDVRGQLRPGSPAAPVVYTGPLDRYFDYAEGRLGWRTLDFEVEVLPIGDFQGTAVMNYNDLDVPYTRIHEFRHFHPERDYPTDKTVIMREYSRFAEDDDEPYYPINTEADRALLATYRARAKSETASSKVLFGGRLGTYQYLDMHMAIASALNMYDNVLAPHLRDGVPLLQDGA
The depositor's hits bear a star; ? = inconclusive; nt = no result given. Rule as the data show it, unless noted: active = inhibition above about 30%; inactive = the rest.

SMILES	GDH-TPI inh	BioA inh	BoNT F protease	BoNT-A LC inh2	Mtb FBA inh	FadD28 FP inh	CCHF vOTU inh	PrPC surface inh	Mtb UGM inh
c1ccc(C(c2ccccc2)c2nc(-c3cccnc3)no2)cc1	-3.2	0.3	-3.3	1.2	-3.5	-5.1	-12.0	-1.2	0.7
FC(F)(F)c1ccccc1-n1c(-c2ccco2)n[nH]c1=S	-6.0	0.4	27.9	0.4	0.4	-4.0	2.6	-3.1	4.5
O=c1c2[nH]c3ccc(F)cc3c2ncn1CCC1=CCCCC1	6.5	nt	nt	nt	4.0	-2.1	13.5	0.3	-1.0
CCOc1ccc(NC(c2ccccc2)P(=O)(OC)OC)cc1 (stereo not drawn)	6.6	3.1	?	2.5	1.4	-2.4	-8.2	5.6	1.9
Cc1ccc(C)c(NC(=O)CN(C)C(=O)c2ccc(-c3ccc(Cl)cc3)o2)c1	-10.8	nt	15.5	3.6	1.3	-0.5	-1.7	-0.9	0.4
CC(Sc1nnc(-c2ccco2)n1C)C(=O)Nc1ccc(N2CCOCC2)cc1 (stereo not drawn)	2.4	-1.2	17.0	5.1	-2.2	-0.7	-8.4	-0.9	nt
C=CCC[C@H](Cc1ccc(F)cc1)C(=O)OC[C@@H](NC(=O)[C@H](CC=C)CC(=O)NCCO)C(C)(C)C	2.7	-1.4	-15.3	0.0	-1.4	0.2	11.9	3.2	1.0
NC(=O)C1CCN(c2cc(N3CCOCC3)ccc2[N+](=O)[O-])CC1	9.4	13.5	5.8	0.0	-13.7	-0.7	16.4	-26.8	-3.6
Cn1c(NC(=O)COc2ccccc2)cc(=O)n(C)c1=O	-1.6	1.1	6.4	3.8	1.2	-1.5	-0.6	6.4	-4.2
CCOC(=O)C(=Cc1ccccc1)C(=O)c1ccccc1	-7.6	1.5	-1.7	-0.2	-1.6	-4.9	9.7	-2.5	nt
O=c1c2ccccc2sn1-c1ccccc1	10.1	-2.0	-0.1	70.4*	-6.5	-1.1	12.9	0.8	-1.0
NS(=O)(=O)c1ccc(NC(=O)Cc2c(F)cccc2Cl)cc1	-3.0	nt	6.0	-0.6	-3.0	-0.3	-4.1	0.1	0.0
Cc1nc(/N=C\N(C)C)sc1C(=O)Nc1ccccc1	29.7	-0.8	0.7	-0.4	0.8	-0.7	7.6	-1.0	-2.8
CCOc1ccc(Cl)cc1S(=O)(=O)N1CCC(C(=O)NCc2ccncc2)CC1	-3.7	nt	-13.9	-5.9	1.1	-5.1	-13.4	-0.2	3.1
Cc1ccc(SC(C)c2nc(-c3ccncc3)no2)cc1 (stereo not drawn)	-5.4	9.3	0.2	0.4	1.7	-2.8	-0.7	6.0	2.5

By substructure: those above containing an NH in an aromatic ring.
SMILES	GDH-TPI inh	BioA inh	BoNT F protease	BoNT-A LC inh2	Mtb FBA inh	FadD28 FP inh	CCHF vOTU inh	PrPC surface inh	Mtb UGM inh
FC(F)(F)c1ccccc1-n1c(-c2ccco2)n[nH]c1=S	-6.0	0.4	27.9	0.4	0.4	-4.0	2.6	-3.1	4.5
O=c1c2[nH]c3ccc(F)cc3c2ncn1CCC1=CCCCC1	6.5	nt	nt	nt	4.0	-2.1	13.5	0.3	-1.0

More entries follow.
SMILES	GDH-TPI inh	BioA inh	BoNT F protease	BoNT-A LC inh2	Mtb FBA inh	FadD28 FP inh	CCHF vOTU inh	PrPC surface inh	Mtb UGM inh
C/C(CC(=O)Nc1ccccc1)=N\NC(=O)COc1ccc(C)cc1Br	-7.7	nt	2.9	-0.4	-2.0	-5.1	7.2	-5.0	0.8
N#CCC(=O)Nn1c(=S)[nH]c2ccccc2c1=O	0.6	nt	-0.6	-0.7	2.0	0.6	-13.1	2.2	0.2
CCOc1ccccc1C(=O)Nc1cc(Cl)ccc1O	3.5	9.5	-18.6	-0.2	2.1	-4.1	2.2	3.3	0.6
CCOC(=O)CON1C(=O)c2ccccc2C1=O	6.1	-2.3	-1.4	-0.8	1.1	1.5	7.7	2.9	1.3
CCOC(=O)C(NC(C)=O)(Nc1ccc(S(N)(=O)=O)cc1)C(F)(F)F (stereo not drawn)	9.2	nt	-0.2	0.0	3.7	0.2	-12.0	6.6	-0.7
Cc1ccc(-c2c(C(=O)N/N=C/c3ccc(C)o3)nnn2-c2nonc2N)cc1	26.0	-2.1	5.3	-0.7	-0.5	-3.7	-1.8	3.9	-0.2
O=C(NCc1cccnc1)c1ccccc1NS(=O)(=O)c1ccc(Br)cc1	-12.7	0.7	-1.0	0.6	-2.1	-3.1	4.3	4.2	1.6
Cc1ccc(C(C)NC(=O)c2ccc3c(c2)OCCO3)cc1C (stereo not drawn)	-6.0	-0.4	15.9	3.2	0.8	-1.6	-6.3	-0.4	-1.5
Cc1cc(NC(=O)COc2ccccc2)ccc1Cl	10.3	0.5	nt	nt	-2.8	-1.3	10.1	12.7	-0.6
Cn1c(=O)c(C(=O)NCc2ccc(F)cc2)c(O)c2ccccc21	4.3	-0.4	-21.0	1.9	-3.1	-0.5	-9.1	-3.0	-0.5
CC(C)Nc1ncnc2c1ncn2[C@H]1CN(Cc2ccccc2)C[C@@H](CO)O1	1.8	1.1	-6.7	-0.2	-0.5	1.5	-3.7	-2.3	nt
O=C1CCN(Cc2ccccc2)CCN1[C@H](CO)Cc1ccccc1	2.5	-0.3	-8.9	-0.2	1.2	-0.5	-6.6	4.1	1.2
O=C(O)CCC(=O)Nc1cccc2cccnc12	-5.2	nt	-6.1	0.2	-1.8	-0.4	-0.6	6.8	-2.2
Nc1nc2ccccc2n1CCOc1ccc(F)cc1	5.7	-0.6	42.2*	-3.9	0.3	1.1	-7.8	3.7	2.6
CCOc1ccc(S(=O)(=O)N2CCN(c3ccccc3)CC2)c2cccnc12	7.5	7.1	-8.0	-0.5	-1.2	-2.0	4.0	2.1	1.7
COc1cc(NC(=O)Nc2c(C)n(C)n(-c3ccccc3)c2=O)cc(OC)c1OC	1.9	-1.8	?	-4.2	-3.3	-1.5	15.1	5.5	0.6
Cc1cc(NC(=O)Cc2ccccc2)nc2c1c(=O)oc1ccccc12	-1.4	2.7	-7.8	0.1	4.3	-0.7	-5.6	12.2	-2.3
CCOc1ccc(-n2c(SCC(=O)Nc3ccc4c(c3)OCCO4)nc3c(c2=O)SCC3)cc1	0.3	3.5	1.3	0.3	-0.6	-3.9	-6.7	-2.4	-0.1
N#Cc1cnc2cc(-c3ccccc3)nn2c1N	0.8	-0.1	?	-5.1	2.6	-2.0	2.6	-1.3	-1.1
O=C(CC(SCCO)c1ccc(F)cc1)c1ccco1 (stereo not drawn)	19.4	0.2	9.8	0.2	-0.7	0.2	-8.1	-0.1	-0.8
CC(C)NC(=S)N/N=C/c1ccc2c(c1)OCCO2	15.8	nt	-0.1	-0.1	1.1	-0.6	8.8	0.4	0.7
CC(C)(C)/C(O)=C/c1nc2cc(Cl)ccc2oc1=O	3.1	-1.6	nt	nt	2.8	-1.2	-1.8	4.0	1.6
COc1ccc(Cl)cc1NC(=O)c1ocnc1C	-5.8	1.1	6.0	1.0	-4.0	-0.7	5.7	-2.5	-1.2
CCc1ccc(C(=O)NNC(=S)Nc2ccc(S(N)(=O)=O)cc2)s1	25.5	nt	3.7	0.2	3.4	1.3	3.0	0.8	1.5
O=C(NC(=S)N1CCN(c2nc(-c3ccccc3)cs2)CC1)c1cncc(Br)c1	-2.8	0.2	-6.7	-0.6	-0.7	1.0	-2.9	-11.4	-2.2
CC1(C(=O)NC2CCN(Cc3ccccc3)CC2)CCN1Cc1ccc2ccccc2c1 (stereo not drawn)	11.1	0.2	-6.2	-0.5	2.1	0.0	7.1	0.7	nt
COc1cccc(NS(=O)(=O)c2ccc3[nH]cc(C(=O)NCCCOC(C)C)c(=O)c3c2)c1	6.8	0.2	-5.8	0.2	0.5	-13.9	13.1	2.6	-2.9
COc1ccc(NC(=S)NC(=O)c2cncc(Br)c2)c(OC)c1	4.3	-3.1	-10.7	-1.5	4.0	-1.4	-5.7	1.5	1.9
CCOc1ccc(C(=O)Nc2ccccc2N2CCOCC2)cc1	-1.1	0.4	-6.1	-0.4	1.5	0.2	1.3	-8.2	-0.2
CC(C)n1nnnc1SCC(=O)NNC(=O)C1CCCCC1	0.8	0.2	2.0	0.1	-1.5	-0.2	-12.2	2.0	0.4
O=C(NCc1ccccc1OC(F)(F)F)C1CCC(=O)N(CCc2ccccn2)C1 (stereo not drawn)	-8.3	-0.2	8.5	-2.0	2.1	2.4	-8.2	-0.6	-0.1
COC(=O)/C(C#N)=C/c1c[nH]c2ccccc12	7.2	nt	-0.7	0.3	2.5	-1.9	10.8	-10.1	-0.2
CCOC(=O)C1(CCCc2ccccc2)CCN(C2CCCC2)CC1	3.2	2.6	1.1	-0.2	-1.9	1.2	-11.4	0.7	-0.5
CCCOc1ccc(NC(=O)CC2C(=O)N(CC)C(=S)N2Cc2cccs2)cc1 (stereo not drawn)	0.0	-2.3	-7.8	-3.7	-2.0	-3.4	-0.9	1.2	-3.6
O=C(NCc1ccco1)C12CN(Cc3ccccc3)CC1C(c1cccc([N+](=O)[O-])c1)=NO2 (stereo not drawn)	16.5	-0.6	-4.7	0.1	4.8	-1.0	-0.9	-12.0	3.7
CCOC(=O)CC1C(=O)NCCN1C(=S)NC(=O)c1ccc(C)c(Br)c1 (stereo not drawn)	-1.8	-0.7	-2.4	0.2	0.1	-2.0	16.1	-1.4	nt
Cc1ccc(CCN2CC(C(=O)NC3CCCCC3)CC2=O)cc1 (stereo not drawn)	1.7	0.3	-1.2	0.4	0.3	-1.2	-5.2	6.2	-0.9
CCS(=O)(=O)C(C)(CCl)C(=O)Nc1ccc(C(=O)OC)cc1 (stereo not drawn)	8.8	-1.4	?	-3.7	-2.2	-4.9	-13.4	1.4	-4.7
O=C1c2cccnc2C(=O)N1Cc1ccc(Cl)cc1	3.3	2.5	17.1	-0.1	2.1	-0.6	-11.1	4.1	1.9
O=C(NCCOC(=O)c1ccc(C(=O)OCCNC(=O)c2ccccc2)o1)c1ccccc1	0.9	-1.4	-0.9	0.6	2.0	-1.4	-4.2	-2.9	-2.5
O=C(O)c1cc2ccccc2c(=O)s1	20.5	-1.6	-5.3	-0.5	8.5	-1.5	26.2	-2.0	2.5
CCCN1CCN(C(=O)c2oc3ccccc3c2NC(=O)COc2ccc(OC)cc2)CC1	6.9	-0.8	-5.0	-1.3	-0.5	-1.1	-8.5	-10.5	0.4
O=C1NC(=O)C2(N1)C(=O)c1cccc3cccc2c13 (stereo not drawn)	3.1	-61.1	-8.6	-0.1	-3.1	-0.6	11.0	-7.3	nt
O=S(=O)(Nc1ccccn1)c1cc(Cl)ccc1Cl	-5.9	-2.0	-6.5	0.8	1.7	-2.9	-6.2	-1.6	0.3
Cc1ccc([C@@H]2CC=C(C(=O)O)[C@H](c3ccc(Br)cc3)N2S(=O)(=O)c2ccc(C)cc2)cc1	6.6	2.8	-2.7	-0.4	-0.8	-5.4	27.9	5.2	nt

Continued, starting with the last four of the part before.
SMILES	GDH-TPI inh	BioA inh	BoNT F protease	BoNT-A LC inh2	Mtb FBA inh	FadD28 FP inh	CCHF vOTU inh	PrPC surface inh	Mtb UGM inh
CCCN1CCN(C(=O)c2oc3ccccc3c2NC(=O)COc2ccc(OC)cc2)CC1	6.9	-0.8	-5.0	-1.3	-0.5	-1.1	-8.5	-10.5	0.4
O=C1NC(=O)C2(N1)C(=O)c1cccc3cccc2c13 (stereo not drawn)	3.1	-61.1	-8.6	-0.1	-3.1	-0.6	11.0	-7.3	nt
O=S(=O)(Nc1ccccn1)c1cc(Cl)ccc1Cl	-5.9	-2.0	-6.5	0.8	1.7	-2.9	-6.2	-1.6	0.3
Cc1ccc([C@@H]2CC=C(C(=O)O)[C@H](c3ccc(Br)cc3)N2S(=O)(=O)c2ccc(C)cc2)cc1	6.6	2.8	-2.7	-0.4	-0.8	-5.4	27.9	5.2	nt
COc1ccc(C2CC(c3ccc4ccccc4c3)=NN2C(=O)CN2CCC(C(N)=O)CC2)cc1 (stereo not drawn)	2.5	-0.2	-2.8	-0.2	8.2	-9.7	4.1	-6.9	nt
CC(Oc1ccc(Cl)cc1)C(=O)NCCCn1ccnc1 (stereo not drawn)	5.0	nt	5.8	1.0	1.6	-1.2	2.0	1.6	-2.2
CC(C)(C)c1nn(-c2ccccc2)c2[nH]c(=O)c(C=O)cc12	2.5	-1.2	?	2.1	2.2	-0.2	-0.9	-7.0	5.2
C(=C\c1ccccc1)/CN1CCN(Cc2ccc3c(c2)OCO3)CC1	-11.5	-0.5	6.1	0.4	3.5	-4.1	-2.8	1.2	-0.9

Bioassay records (PubChem BioAssay)

No enrichment for hits. About 4.8% of those tested had a hit in this group.
